GPR35 arrestin U2OS – inhibition of zaprinast-stimulated GPR35 beta-arrestin translocation – imaging, U2OS, beta-arrestin-GFP, zaprinast agonist, primary screen (AID 2058); U2OS GPR35 beta-arrestin-GFP translocation imaging, zaprinast antagonism; higher % means a stronger effect; inhibition, % at 10 µM, or IC50 in µM where a hit was titrated; 290,000 compounds, 0.052% hits;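 active = inhibition of at least 50% with at least 30 cells and total cytoplasm GFP at most 10,000,000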
KOR beta-arrestin-1 – kappa opioid receptor activators – cell-based, luminescence, uHTS, primary screen (AID 1777). 280,000 compounds, 0.02% hits. KOR beta-arrestin recruitment, luminescence; higher % means a stronger effect. one-dose activation, % at 10 µM; EC50 in µM for titrated hits; in the data active = activation above about 50%, passing the limit was not always enough; note: a part of the inactive calls stands beside numbers as strong as those of hits
KOR beta-arrestin-2 – KOR antagonists, beta-arrestin recruitment, cell-based, luminescence, uHTS (AID 1778). 290,000 compounds, 0.091% hits. KOR beta-arrestin recruitment, luminescence, antagonist mode; higher % means a stronger effect. inhibition, % at 10 µM; hits with a dose series show IC50 in µM; note: strong numbers were not always called active
GPR55 LPI antagonism – inhibition of LPI-stimulated GPR55 beta-arrestin translocation – imaging, U2OS, beta-arrestin-GFP, LPI agonist, primary screen (AID 2013). U2OS GPR55 beta-arrestin-GFP translocation imaging, LPI antagonism; higher % means a stronger effect. inhibition, % at 10 µM; hits with a dose series show IC50 in µM. 290,000 compounds, 0.13% hits;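 active = spots per cell inhibited over 60%, with over 100 cells counted and total cytoplasm intensity under 500,000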;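 note: U2OS cells stably carrying GPR55 and arrestin-GFP stimulated by 5 µM LPI near EC80; imaged beta-arrestin-GFP aggregate spots per cell after agonist stimulation; plate controls were LPI-stimulated DMSO wells for no effect and DMSO wells without LPI for full effect; some results filed as inactive read as strong as hits; confirmed hits need IC50 under 10 µM and bright autofluorescent wells are also inconclusive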
GPR55 activation – GPR55 agonists via beta-arrestin recruitment, primary screen, imaging, U2OS cells, beta-arrestin-GFP redistribution (AID 1961); U2OS GPR55 beta-arrestin-GFP redistribution imaging; higher % means a stronger effect; activation, % at 10 µM, or EC50 in µM where a hit was titrated; 290,000 compounds, 0.048% hits;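 active = activation above 40% with more than 50 cells counted in the well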;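 note: U2OS osteosarcoma cells stably expressing GPR55 and beta-arrestin-GFP; plate controls were DMSO negative control for no effect and LPI positive control for full effect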
HIV peptide binding – inhibitors of HIV fusion peptide binding, primary screen, biochemical, uHTS, fluorescence dequenching (AID 1986); inhibition, % at 20 µM; hits with a dose series show IC50 in µM; 290,000 compounds, 0.3% hits; cell-free peptide binding, fluorescence dequenching, 30 min; higher % means a stronger effect; in the data active = inhibition mostly above about 52%, no sharp cut-off; inactive = mostly below about 76%; note: some results filed as inactive read as strong as hits
NOD1 inhibition – NOD1 signaling inhibitors, primary screen, cell-based, luminescence, uHTS (AID 1578); NOD1-driven NF-kB luciferase reporter cells, luminescence; higher % means a stronger effect; 290,000 compounds, 1% hits; inhibition, % at 4 µM; hits with a dose series show EC50 in µM; in the data active = inhibition mostly above about 36%, no sharp cut-off; inactive = mostly below about 34%;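 note: HEK-293T reporter cells stimulated with the NOD1 agonist gamma-tri-DAP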
HEK293 NOD2/NF-kB – NOD2 signaling inhibitors, cell-based, luminescence, uHTS, HEK293 (AID 1566); HEK293 NOD2/NF-kB luciferase reporter, luminescence; higher % means a stronger effect; inhibition, % at 4 µM, or EC50 in µM where a hit was titrated; 290,000 compounds, 0.63% hits; note: many of its hits are not listed in these tables
Myeloid diff MLP – promotes myeloid progenitor differentiation; ER-HoxA9 myeloid progenitors, lysozyme-GFP differentiation, flow cytometry; calls only at 10 µM; AID 624256; 360,000 compounds, 1% hits;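 active = normalized GFP-positive differentiation at or above the plate's own cutoff, the solvent-only control mean plus 3 SD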;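 note: cells exposed to compound for four days before flow analysis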
Myeloid diff MLP GFP+ MAC1+ % – recorded beside Myeloid diff MLP, whose call it bears; GFP+ MAC1+ double positive, %; measured here: differentiation confirmed by MAC1 staining
* marks the source's active call; other numbers are inactive results; i = inactive; . = no result given; + = active, no number; [ ] = dose if it differs, or a comment. Cut-off read from the data, not from the text of the source, unless noted: active = inhibition above about 50%; inactive = the rest. An excerpt; rates above refer to the full screens.

Molecule | GPR35 arrestin U2OS | KOR beta-arrestin-1 | KOR beta-arrestin-2 | GPR55 LPI antagonism | GPR55 activation | HIV peptide binding | NOD1 inhibition | HEK293 NOD2/NF-kB | Myeloid diff MLP | Myeloid diff MLP GFP+ MAC1+ %
COc1ccc(Nc2nc(N)nc(CSc3n[nH]c(-c4ccccc4)n3)n2)cc1 | 6% | 2.0% | -21% | -2% | 0.3% | 0.7% | 21% | 9% | i | 2.8
O=C(CC1S/C(=N/N=C/c2ccco2)NC1=O)Nc1ccccc1 (stereo unspecified) | 22% | 0.2% | 0% | 9% | 0.0% | 1.9% | -4% | -2% | i | 0.2
O=C(Nc1ccc(O)c2c(=O)cc(-c3ccccc3Cl)oc12)c1ccc(Cl)c(Cl)c1 | -4% | 3.0% | -18% | 3% | 0.3% | 0.2% | 7% | -2% | i | 1.7
O=C1CC(/C=C/c2ccc([N+](=O)[O-])cc2)=Nc2ccccc2N1 | 3% | 1.0% | -11% | 2% | 0.2% | -0.9% | 4% | -108% | i | 0.2
CCN(CC)c1ccc(NC(=O)COC(=O)/C=C/c2nc3ccccc3s2)cc1 | 13% | 0.0% | 5% | -1% | -0.2% | -1.3% | -10% | 6% | i | 1.4
COc1ccc(/C=N/OCC(=O)Nc2cc(C)on2)cc1OC | 23% | -2.7% | -22% | 5% | 0.5% | -0.4% | -17% | 2% | i | 0.2
CC1CCCCC1NC(=O)CCn1c(=O)sc2ccccc21 (stereo unspecified) | -2% | 0.5% | 4% | -2% | -0.2% | 0.5% | -30% | -7% | i | 2.1
Cc1scc(C(=O)N2CCN(S(C)(=O)=O)CC2)c1-c1ccccc1 | -10% | -3.0% | 1% | 12% | 0.2% | 1.1% | -17% | -12% | i | 2.1
CN(C)S(=O)(=O)c1ccc(Cl)c(NC(=O)CN2CCN(c3ccccn3)CC2)c1 | -6% | -1.1% | 26% | 16% | -0.1% | -0.1% | -1% | 8% | i | 0.7
CCOC(=O)/C(C#N)=C\c1cccnc1 | -7% | -4.7% | -53%[20 µM] | 1% | 0.3% | 1.1% | -19% | 13% | i | 0.6
Nc1ccccc1SC/C=C/CSc1ccccc1N | 5% | -1.1% | 22% | 9% | -0.1% | 0.1% | 2% | -54% | i | 0.7
O=C(CCN1CCN(CC(=O)Nc2ccccc2F)CC1)Nc1ccccc1F | 9% | -6.0% | -26% | 10% | -0.3% | 0.7% | -6% | -3% | i | 0.5
Cc1cc(NC(=O)C2CC(c3ccc(Cl)cc3)=NO2)no1 (stereo unspecified) | 3% | -0.6% | -3% | 3% | 0.0% | 0.6% | -21% | 21% | i | 0.4
CC(N=C1NS(=O)(=O)c2ccccc21)C(=O)NCCCc1ccccc1 (stereo unspecified) | 10% | -1.5% | 10% | 7% | -0.5% | -1.7% | -34% | 10% | i | 0.7
CCOC(=O)c1ccccc1-n1nnnc1C | 5% | 2.0% | 9% | 10% | 0.5% | -0.5% | -11% | 6% | i | 1.3
COc1ccc(NC(=S)N(Cc2cccc(Br)c2)CC2CCC(C(=O)O)CC2)cc1 (stereo unspecified) | -2% | 8.7% | 0% | 13% | -0.7% | 2.4% | -14% | -4% | i | 0.4
O=c1ccc(-c2n[nH]c(=S)n2-c2ccc(F)c(Cl)c2)n[nH]1 | 11% | -1.2% | -19% | -2% | -0.1% | 1.0% | -36% | 9% | i | 0.1
CCOc1cc(/C=N/NC(=O)C(=O)N/N=C/c2ccc(O)c(OCC)c2)ccc1O | -16% | 0.4% | -24%[20 µM] | -12% | -0.2% | -1.7% | 0% | 12% | i | 0.3
N#Cc1cnn2cc(-c3ncc(C(F)(F)F)cc3Cl)cnc12 | 6% | -3.4% | -14% | 6% | -0.3% | -1.1% | -2% | 5% | i | 6.0
Cc1ccccc1C(=O)NC1CCN(CC(=O)N2CCCCC2C)CC1 (stereo unspecified) | -8% | -1.7% | 24% | 10% | 0.1% | -1.2% | -14% | -5% | i | 0.2
CC(C)(CO)NC(=O)C(Cc1ccccc1)N1C(=O)c2ccccc2C1=O (stereo unspecified) | -14% | 2.4% | -6% | 8% | -0.2% | 0.7% | 0% | 14% | i | 0.9
COc1ccc(NC(=S)NCc2ccc(F)cc2)c(OC)c1 | -7% | -5.9% | -18%[20 µM] | -3% | 0.0% | -1.0% | -2% | 18% | i | 0.6
COc1ccc(NC(=S)Nc2ccc(F)cc2)cc1 | 14% | -2.3% | -23% | 4% | -0.1% | 2.8% | -6% | 0% | i | 0.4
Cc1sc2ncn(CC(=O)NCCCC(=O)NCc3ccc(F)cc3)c(=O)c2c1C | -1% | 12% | -45% | -8% | 0.3% | 1.4% | -22% | -16% | i | 3.1
S=c1[nH]nc(-c2ccco2)n1-c1cccc2ccccc12 | 6% | -5.8% | 5% | 4% | -0.1% | 0.4% | -20% | -3% | i | 0.0
COc1cccc(C(=O)Nc2cccc(OCC(=O)O)c2)c1 | 2% | -3.3% | -8% | -1% | 0.2% | 0.0% | -2% | 12% | i | 1.3
CCCc1nnc(-c2cc(OC)c(OC)c(OC)c2)o1 | 13% | -2.0% | 5% | -12% | 1.3% | -0.4% | -23% | 10% | i | 0.4
CCNc1nc2nc3ccc(C)cn3c(=O)c2cc1C(=O)NCC1CCCO1 (stereo unspecified) | 9% | -1.2% | 0% | 7% | -0.2% | -0.3% | -44% | -6% | i | 0.6
C=CCn1cnc2c(c1=O)c1nc3ccccc3nc1n2-c1ccc(C)cc1 | -1% | -5.1% | -6% | 1% | 0.0% | -4.2% | -16% | 15% | . | .
CCOC(=O)C1CCN(c2c(NCCCN(CC)Cc3ccccc3)c(=O)c2=O)CC1 | -10% | -3.2% | 32% | -1% | 0.0% | 1.6% | -28% | 12% | i | 7.8
COc1ccc(N2C(=O)CC(N(C)CCc3ccc(OC)c(OC)c3)C2=O)cc1 (stereo unspecified) | 9% | . | -28%[20 µM] | 4% | 0.0% | -0.5% | -18% | 4% | i | 0.1
COc1cccc2cc(C(=O)NCc3ccccc3Cl)c(=O)oc12 | 4% | 0.6% | -96%[20 µM] | 9% | 0.3% | 0.5% | -24% | 11% | i | 0.4
Cc1occc1C(=O)Nc1nnc(C2CCCCC2)s1 | 12% | 9.7% | 11% | -1% | 0.6% | 1.5% | -12% | -37% | i | 7.4
N#Cc1ccccc1NC(=O)COC(=O)CCc1ccc(S(=O)(=O)N2CCCCC2)cc1 | -1% | 3.5% | -42% | -7% | 0.9% | -1.6% | 0% | 16% | i | 0.4
C=CCn1c(C)c(C(C)=O)c(N2CCN(c3ccccc3)CC2)nc1=S | 15% | 4.4% | -26% | 6% | 0.0% | 90% | 1% | 8% | + | 3.5*
Cc1c[nH]c(=O)c([N+](=O)[O-])c1 | 2% | 6.5% | 7% | -5% | 0.5% | -0.3% | 0% | -3% | i | 0.5
Nc1ncn(-c2ncc(C(F)(F)F)cc2Cl)n1 | 6% | -2.8% | 10% | -8% | 0.3% | 0.8% | -34% | -3% | i | 0.0
CC(NC(=O)COC(=O)c1ccc2c(c1)OCO2)c1ccccc1 (stereo unspecified) | 2% | 1.3% | -25% | 6% | 0.7% | -0.3% | -4% | -15% | i | 0.6
COc1cc(C(=O)NC(=S)Nc2ccc([N+](=O)[O-])cc2)cc(OC)c1OC | 2% | -0.2% | 0% | 6% | 0.3% | -3.3% | -19% | 2% | i | 0.9
O=C1CCCN1c1cccc(Br)c1 | 5% | 1.2% | -18% | -9% | -0.4% | 1.5% | -14% | 9% | i | 0.6
COc1ccccc1NC(=O)C(=O)N/N=C/c1ccc([N+](=O)[O-])s1 | -10% | -7.1% | 1%[20 µM] | 1% | 0.2% | 4.9% | 75%* | 42% | + | 0.3*
CCn1cc(C(=O)OCC(=O)N(C)C2CCS(=O)(=O)C2)c(=O)c2ccc(C)nc21 (stereo unspecified) | -3% | 0.7% | -1% | -4% | -0.6% | 26% | -20% | -11% | i | 1.1
CCn1c(SCC(=O)NNC(=S)Nc2ccccc2)nnc1-c1ccc(Cl)cc1 | 7% | -6.4% | 11% | 11% | -0.2% | 0.4% | -14% | 3% | i | 1.0
O=C(COC(=O)c1ccc2ccccc2n1)c1ccc(F)cc1 | 5% | . | -32%[20 µM] | -1% | -0.1% | -0.5% | -29% | 13% | i | 0.3
COc1ccc(C(=O)NCC(=O)N2CCN(c3ccc(F)cc3)CC2)cc1 | 13% | -2.6% | -5% | -11% | 0.1% | 0.8% | -15% | 15% | i | 0.0
COc1cccc(C=NCCNC(=O)c2nonc2N)c1O | 0% | -0.1% | -8% | -3% | 0.0% | -2.6% | -15% | 13% | i | 0.2
Cc1ccc(S(=O)(=O)N/N=C\c2cc3c(cc2[N+](=O)[O-])OCO3)cc1 | -8% | -1.1% | -40% | -5% | -0.2% | 14% | -13% | 1% | i | 1.5
Cn1c(=O)c2c(nc(SCC(=O)N3c4ccccc4CCc4ccccc43)n2C)n(C)c1=O | 8% | 20% | -30% | 7% | -0.1% | -2.0% | 10% | 6% | + | 4.0*
O=C(/C=C/c1cccc(O)c1)c1ccc(N2CCOCC2)cc1 | 11% | -1.2% | -24% | 33% | -0.2% | -0.5% | -5% | -88% | i | 0.2
O=C(c1cc2ccccc2oc1=O)N(Cc1ccccc1F)C1CCS(=O)(=O)C1 (stereo unspecified) | -7% | -2.4% | -32% | -2% | -0.1% | -1.3% | -36% | -18% | i | 2.0

More records follow.
Molecule | GPR35 arrestin U2OS | KOR beta-arrestin-1 | KOR beta-arrestin-2 | GPR55 LPI antagonism | GPR55 activation | HIV peptide binding | NOD1 inhibition | HEK293 NOD2/NF-kB | Myeloid diff MLP | Myeloid diff MLP GFP+ MAC1+ %
CC(NC(=O)[C@H](C)NC(=O)[C@@H]1CSC2c3ccccc3C(=O)N21)c1ccccc1 (stereo partly specified) | -9% | -2.5% | -17% | -1% | 0.5% | -1.3% | 2% | 10% | i | 0.2
CCN(CC)S(=O)(=O)c1cccc(-c2nnc(SCC(=O)NCCC3=CCCCC3)n2N)c1 | 12% | -0.6% | 0% | -10% | 0.3% | -3.8% | 6% | 20% | i | 0.5
CCC1CCCCN1C(=S)NC(=O)c1ccc(F)c(S(=O)(=O)N2CCOCC2)c1 (stereo unspecified) | -2% | -5.1% | -14% | 5% | -0.1% | 1.1% | -53% | -14% | i | 0.5
c1ccc(C2=NN(c3ccccc3)C(c3ccco3)C2)cc1 (stereo unspecified) | 7% | 6.1% | 20% | 16% | -0.2% | -0.6% | 54%* | -4% | i | 0.4
C=CCSC1=NN2CCS(=O)(=O)N=C2S1 | 6% | -1.1% | 20% | -4% | 0.2% | -1.0% | -15% | -18% | i | 0.4
CCOC(=O)C1CCN(C(=O)Nc2ccc3nc(C)c(C)nc3c2)CC1 | -9% | -1.7% | 14% | 6% | -0.2% | 0.1% | -12% | 7% | i | 0.8
Cc1cc(C)n(-c2nnc3n2N=C(c2ccccc2)CS3)n1 | 11% | 0.2% | -46% | -2% | 0.3% | -1.1% | 11% | 6% | i | 0.9

Screens (PubChem BioAssay)
